Bioassay records from PubChem.
hcGAS inh = inhibitors of human cGAS | recombinant h-cGAS, ATP depletion, Kinase-Glo luminescence | inhibition, % at 12.5 µM | hit rate 0.081% among 290,000;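 also: 0% = vehicle reaction and 100% = reaction without DNA for no activity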
Target sequence (Q8N884 whole entry, looked up): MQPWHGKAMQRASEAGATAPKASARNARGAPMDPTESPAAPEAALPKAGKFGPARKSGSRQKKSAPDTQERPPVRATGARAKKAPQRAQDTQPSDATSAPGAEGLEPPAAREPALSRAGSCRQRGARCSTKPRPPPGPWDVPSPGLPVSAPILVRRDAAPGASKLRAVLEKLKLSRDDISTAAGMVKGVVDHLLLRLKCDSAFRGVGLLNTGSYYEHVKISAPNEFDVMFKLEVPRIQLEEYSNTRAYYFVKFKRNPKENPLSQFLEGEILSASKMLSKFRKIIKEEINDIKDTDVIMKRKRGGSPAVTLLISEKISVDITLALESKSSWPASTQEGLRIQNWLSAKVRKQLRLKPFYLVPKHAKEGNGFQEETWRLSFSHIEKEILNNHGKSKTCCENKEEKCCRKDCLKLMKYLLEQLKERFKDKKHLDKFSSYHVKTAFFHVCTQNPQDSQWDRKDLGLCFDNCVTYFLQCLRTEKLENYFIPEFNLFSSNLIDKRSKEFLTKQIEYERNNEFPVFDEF
NPYLR7 ag = activates Aedes aegypti NPYLR7 receptor; HEK293T NPYLR7/Galpha15, GCaMP6s calcium fluorescence; activation, % at 10 µM; hit rate 0.15% among 270,000; AID 1259423; in the data active = activation above about 40%;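 also: 0% = vehicle and 100% = reference agonist at the receptor; some compounds past the cut are filed as inactive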
mcGAS lum = blocks mouse cGAS activity | recombinant cGAS, Kinase-Glo ATP depletion luminescence | AID 1259399 | inhibition, % at 12.5 µM | hit rate 0.15% among 160,000 | Q8C6L5;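 also: 0% = negative control wells and 100% = reference inhibitor with no enzyme activity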
Starred values were filed as active, the others as inactive; . = no result given; & = joins results of further samples; ! = a repeat was not active. Rule as the data show it, unless noted: active = inhibition above about 40%; inactive = the rest.

SMILES	hcGAS inh	NPYLR7 ag	mcGAS lum
CCNC(=O)N1CCN(C(C(=O)NC(C)CCc2ccccc2)C2CCCC2)CC1 (configuration not stated)	-4	-3	-3
COc1ccccc1OCC1CN(C(=O)C2CCC(N(Cc3ccc(F)cc3)C(=O)OC(C)(C)C)CC2)CCO1 (configuration not stated)	-10	11	-4
Cc1ccc(C(=O)COC(=O)c2sc(C)nc2C)s1	11	-3	.
CCOc1ccccc1NC(=O)N(CCOC)Cc1ccc(OS(=O)(=O)c2ccc(F)cc2)cc1	9	-3	-4
CCCCc1ccc(C(=O)N(CC(=O)N(CCc2c[nH]c3ccccc23)Cc2ccc(C(F)(F)F)cc2)C(C)C)cc1	-2	24	-5
CCOC(=O)c1cc(-c2cccc(NC(=O)[C@@H]3C[C@H]3c3ccccc3)c2)n(-c2ccc(OC)cc2)n1	-3	-2	-7
CCc1nc2ccc(C(=O)NCCN3CCOCC3)cn2c1N(CC)Cc1cccc(Br)c1	-7	17	-3
COc1ccc(CCOc2nc(-c3ccc(Cl)c(Cl)c3)n(-c3ccc(N)cc3)n2)cc1	-1	-6	0
COc1cccc(COC2CCCN(C(=O)Cc3ccccc3)C2)c1 (configuration not stated)	-2	-3	.
Cc1ccc(-c2cc3c(=O)n(CC(=O)NCCc4ccccc4)ccn3n2)cc1	-3	2	0
Cc1ccccc1Cn1c(C(=O)N2CCN(C(=O)NCc3ccccc3)C(C)C2)cc2ccsc21 (configuration not stated)	-12	-3	-6
COc1ccc2c(c1)CCc1cc(CCC(=O)NCCc3cccs3)n(CCc3cccc(F)c3)c1-2	0	0	-8
COc1cc(C(=O)N2CCCC(C(=O)NC3CCCC[C@H]3NC(=O)c3ccc(F)cc3)C2)cc(OC)c1OC (some centres not stated)	-4	.	-7
CN1CCN(S(=O)(=O)c2cc(C(=O)O)cc(-c3ccccc3CO)c2)CC1	-5	3	.
COc1ccc(-n2cccn2)c(CN2CCCC(C(=O)N3CCCC3)C2)c1 (configuration not stated)	-8	6	-20
O=C(CN1CCCC(C(F)(F)F)C1)Nc1ccccc1C(=O)c1ccccc1 (configuration not stated)	-3	3	.
CC(C)n1c(=S)[nH]c2scc(-c3cccs3)c2c1=O	3	-1	.
O=c1cc(CSc2cccc[n+]2[O-])c2c(ccc3ccccc32)o1	-4	1	-5
Cc1ccccc1-n1cc(C(=O)NC2CCN(CC(F)F)CC2)cn1	-4&-11	-5&-7	.
O=C(c1n[nH]c2c1CN(C(=O)C1CC1)CC2)N1CCN(c2ccc(F)cc2)CC1	1	.	-3
O=C(CSCc1nc2ccsc2c(=O)[nH]1)N1CCc2ccccc21	1	6	-4
Cc1ccc(S(=O)(=O)C(CNC(=O)Oc2ccccc2)c2cccs2)cc1 (configuration not stated)	-8	-3	-7
O=C(Nc1ccccc1Cc1ccccc1)C1CCCO1 (configuration not stated)	-7	4	.
COc1ccc(C2C3C(=O)CC(c4ccccc4)CC3=Nc3ccccc3N2C(=O)C(C)C)cc1OC (configuration not stated)	-1	-6	1
COc1cccc(Cc2nsc(N(CC(=O)NCCC(c3ccccc3)c3ccccc3)Cc3ccccc3)n2)c1	-3	.	-3
CCCCc1ccc(C(=O)N2CC(C(N)=O)Oc3ccccc32)cc1 (configuration not stated)	-7	22	.
Cc1ccccc1OCC1c2ccsc2CCN1C(=O)CN(C(=O)c1ccc(F)cc1)C(C)C (configuration not stated)	-2	-3	-6
O=C(NCCn1nc(-c2ccc(Cl)cc2)ccc1=O)c1ccc(Cl)cc1	-5	6	-8
C=CCn1c(SC(C)C(=O)NCC2CCCO2)nc2scc(C3CC3)c2c1=O (configuration not stated)	-9	-3	.
CCCNC(=O)c1cc(NC(=O)Nc2ccccc2OCC)ccc1N1CCCC1	-9	-5	-5

Taken from above.
Reading for Cc1ccccc1OCC1c2ccsc2CCN1C(=O)CN(C(=O)c1ccc(F)cc1)C(C)C (configuration not stated) in hcGAS inh: -2
Reading for CCCCc1ccc(C(=O)N2CC(C(N)=O)Oc3ccccc32)cc1 (configuration not stated) in NPYLR7 ag: 22
Reading for O=C(CSCc1nc2ccsc2c(=O)[nH]1)N1CCc2ccccc21 in hcGAS inh: 1
Reading for Cc1ccccc1-n1cc(C(=O)NC2CCN(CC(F)F)CC2)cn1 in NPYLR7 ag: -5&-7
Reading for O=C(c1n[nH]c2c1CN(C(=O)C1CC1)CC2)N1CCN(c2ccc(F)cc2)CC1 in mcGAS lum: -3
Reading for O=C(Nc1ccccc1Cc1ccccc1)C1CCCO1 (configuration not stated) in hcGAS inh: -7

Additional compounds follow:
SMILES	hcGAS inh	NPYLR7 ag	mcGAS lum
CCOC(=O)c1nn(-c2ccc(F)cc2)c(=O)c2c(NC(=O)Cc3ccccc3)scc12	-6	8	-6
CC(C)CNC(=O)C1(C)CCCN1C(=O)COc1ccc(C(C)(C)C)cc1 (configuration not stated)	-17	6	-7
O=S(=O)(c1ccc(C2=CSC3=NCCCN23)cc1)N1CCOCC1	-3	3	.
CCCCCCCCCCCCCCCC(=O)NCC(COP(=O)(O)OCC[N+](C)(C)C)OCC (configuration not stated)	7	-6	2
CN1C(=O)CC(N2CCC(C(N)=O)CC2)C1=O (configuration not stated)	-6	4	-6
CCc1cccc(C)c1NC(=O)c1cc(-c2ccc(C)o2)nc2ccccc12	-7	-3	-7
C#Cc1cccc(NC(=O)CN2C(=O)c3ccccc3C2=O)c1	-5	3	-7
CC(=O)N1CCCC(OCc2cccc(F)c2F)C1 (configuration not stated)	4	-2	.
CC(=O)Nc1ccc(N2C(=O)C(C)Oc3ccc(C)cc32)cc1 (configuration not stated)	5	7	.
CCC(C)NC(=O)CCc1ccc2c(c1)CCO2 (configuration not stated)	4	3	.
O=C(NCC1CCCN(Cc2cccc(OC3CCCC3)c2)C1)c1cccs1 (configuration not stated)	-1	5	.
O=C(CCNC(=O)NC1C=CCCC1)Nc1ccccc1 (configuration not stated)	-13	8	-15
Cc1ccc(-n2c(C)cn3c4c(=O)n(CCN5CCCCC5)c(=O)n(C)c4nc23)c(C)c1	-9	-1	.
OC(CN1CCN(Cc2ccc(Cl)s2)CC1)c1ccc(F)cc1F (configuration not stated)	-9	-3	.
CCOC(=O)[C@@H]1[C@@H](O)C(=O)N(Cc2ccccc2)C12CCN(S(=O)(=O)c1ccccc1)CC2	3	38	-6
CCN1CCN(C(=O)c2cccc(NCc3ccc(C)s3)c2)CC1	-5	16	.
CCCc1c(C(=O)N2CCCCC2)cnn1-c1ccc(F)cc1	-2	-5	-5
CCNC(=O)C1CCN(c2nc(C)cc(C3CCC3)n2)C1 (configuration not stated)	-5	17	.
O=S(=O)(NCCNc1nc(-c2cccs2)nc2ccccc12)c1cccc(C(F)(F)F)c1	0	3	-4
Cc1ccc(C(=O)CSc2nccn(-c3ccc(Br)cc3)c2=O)c(C)c1	0	-9	-3
O=C(/C=C/c1ccc2c(c1)OCO2)Nc1cccc(Oc2ccccc2)c1	-9	-4	-2
NC(=O)c1cc2cc(Br)ccc2oc1=NCc1ccccc1	0	5	0
CCNCCC1CCC(=O)N1CC1C2CC3CC(C2)CC1C3 (configuration not stated)	0&-11	18&23	-14
O=C(Nc1ccc(N2CCc3ccccc3C2)c(C(=O)NCCCN2CCOCC2)c1)c1cc(C(F)(F)F)cc(C(F)(F)F)c1	-10	.	-5
Cc1c(C)c(C)c(S(=O)(=O)N2CCN(c3nc4ccccc4nc3-c3ccccc3)CC2)c(C)c1C	-6	.	-6
CC(C)N(C)c1ccc(NC(=O)c2ccc3c(c2)CCO3)cc1F	-4&6	5&-2	.
Cc1[nH]c(=O)c(C#N)c(C)c1CCC(=O)NC1(C)CCS(=O)(=O)C1 (configuration not stated)	-8	8	.
COc1ccccc1N1CCN(CC(=O)c2c[nH]c3ccccc23)CC1	-9	8	.
C=CCC(CC=C)C(=O)NC1CCCC(SC)C1 (configuration not stated)	-5	-2	.
COCCNC(=O)c1sc(=O)n(Cc2ccccc2C)c1C	4	-10	.

Results in NPYLR7 ag and mcGAS lum (two entries from above):
molecule	NPYLR7 ag	mcGAS lum
NC(=O)c1cc2cc(Br)ccc2oc1=NCc1ccccc1	5	0
CCNCCC1CCC(=O)N1CC1C2CC3CC(C2)CC1C3 (configuration not stated)	18&23	-14

Next part.
SMILES	hcGAS inh	NPYLR7 ag	mcGAS lum
Oc1oc(-c2ccc(Cl)cc2)nc1C=Nc1nccs1	-2	9	-6
COc1ccc(NC(=O)C2CCCCN2C(=O)c2cccs2)cc1S(=O)(=O)N1CCCCC1 (configuration not stated)	1	0	-1
CCOc1nc(-c2ccco2)n(-c2ccc(NC(=O)c3ccc4c(c3)OCO4)cc2)n1	-9	25	-7
COc1ccccc1C(=O)Nc1ccc2c(c1)NC(=O)CC2c1ncc[nH]1 (configuration not stated)	-1	17	.
COc1cccc(C(=O)N(Cc2nccn2Cc2ccc(C(F)(F)F)cc2)C(C)C)c1	-3	5	-4
CSc1sc2c(O)cc(=O)[nH]c2c1C(N)=O	-4	17	-4
CCn1nccc1NC(=O)c1ccc2sc([C@@H]3O[C@H](CO)[C@H](O)[C@H](O)[C@H]3O)nc2c1	-5	10	-5
CN1C(=O)/C(=C2/C(=O)N(Cc3ccccc3F)c3ccccc32)SC1=S	-5	-18	-6
Cc1ccc(C(=O)Nc2ccc(N3CCC(NCC4CCOCC4)CC3)cc2)c(C)c1	-6	8	-23
O=P1(Nc2ccc(F)cc2)C=C(c2ccccc2)OC(c2ccccc2)=C1	0&2	-6&3	.
CN(Cc1ncc[nH]1)C(=O)C1CCCN(C2CCN(c3nc4ccccc4o3)CC2)C1 (configuration not stated)	-5	.	-16
O=C(C[C@@H]1CCNC[C@@H]1Cc1cc(CN2CCN(c3ccccc3)CC2)on1)Nc1cccc(O)c1	-5	-8	-8
CCOP(=O)(CNC(=O)C(C)c1cccc(C(=O)c2ccccc2)c1)OCC (configuration not stated)	-1	-8	-4
Cc1nn(-c2ccccc2)c(Oc2ccccc2)c1CN(Cc1ccco1)CC(O)Cc1ccccc1 (configuration not stated)	0	-3	-5
O=C(c1ccc[nH]1)N1CCCC(N2CCN(c3ccccc3F)CC2)C1 (configuration not stated)	1	0	.
CCC(=O)NCC(=O)Nc1ccnn1Cc1ccc(Cl)c(F)c1	-10	-5	.
Cc1cc(C)n(-c2ccc(CCNC(=O)c3ccc[nH]c3=O)cc2)n1	-6	6	.
CCc1nc(N)sc1C(=O)N(C)C1Cc2ccccc2C1	-7	5	-10
Cc1cc(=O)c(C(=O)N[C@@H](C(=O)N[C@@H]2C(=O)N3C(C(=O)O)=C(CSc4nnnn4C)CSC23)c2ccc(O)cc2)c[nH]1 (some centres not stated)	-3	-5	.
CCCCCc1c(C)c(C#N)c2[nH]c3ccccc3n2c1=O	-8	14	.
CC(=O)N1CN(C2CCCC2)Cc2c1sc1c2CCCC1	-4&-8	6&14	-4
Cc1ccc(S(=O)(=O)NCC2CN(c3ccc4c(c3)OCO4)C(=O)O2)cc1 (configuration not stated)	-6	2	.
O=C1NC(=S)NC(=O)C1=Cc1ccc(Sc2ccc(Cl)cc2)o1	-6	-13	-1
CC(C)Cc1nn(-c2ccccc2Cl)c(C(C)C)c1C(=O)N1CCCCC1	1	17	-3
CCOc1cc([C@H]2N[C@](CO)(c3ccccc3)[C@H]3CN(C)C[C@@H]23)ccc1O	-11	-1	.
Cc1nn(C)cc1C(C)n1ccnc1-c1ccc(N(C)C)nc1 (configuration not stated)	-7	6	-19
Cc1c(C(=O)N2CCN(C(=O)Nc3ccc(C(C)C)cc3)CC2)cc(-c2ccccc2)n1-c1ccccc1Cl	-7	.	-6
CCN1CCOC(C(=O)Nc2ccc(-c3ncc(C(C)C)o3)cc2)C1 (configuration not stated)	-9	-4	.
CCCC(C(=O)OCCN(CC)CC)(c1ccccc1)c1ccccc1	-3&0&-5&-8	69*!	-6&-3
Cc1[nH]c(=O)[nH]c(=O)c1CCC(=O)NC(c1cccs1)C1CCCC1 (configuration not stated)	-4	4	.

The closing 6 records of the section above open the next one.
SMILES	hcGAS inh	NPYLR7 ag	mcGAS lum
CCOc1cc([C@H]2N[C@](CO)(c3ccccc3)[C@H]3CN(C)C[C@@H]23)ccc1O	-11	-1	.
Cc1nn(C)cc1C(C)n1ccnc1-c1ccc(N(C)C)nc1 (configuration not stated)	-7	6	-19
Cc1c(C(=O)N2CCN(C(=O)Nc3ccc(C(C)C)cc3)CC2)cc(-c2ccccc2)n1-c1ccccc1Cl	-7	.	-6
CCN1CCOC(C(=O)Nc2ccc(-c3ncc(C(C)C)o3)cc2)C1 (configuration not stated)	-9	-4	.
CCCC(C(=O)OCCN(CC)CC)(c1ccccc1)c1ccccc1	-3&0&-5&-8	69*!	-6&-3
Cc1[nH]c(=O)[nH]c(=O)c1CCC(=O)NC(c1cccs1)C1CCCC1 (configuration not stated)	-4	4	.
c1ccc2c(c1)c(N1CCCC1)nn1cnnc21	-11	9	.
COc1cc(C)ccc1Oc1cc(N2CCN(C(=O)C3CCC3)C(C)C2)ncn1 (configuration not stated)	-9	10	-6
Cc1cccc(C2=NC(=Cc3ccsc3)C(=O)O2)c1	-4	5	.
O=C(Nc1ccc(Oc2ccccc2)nc1)C1CCN(C(=O)c2cccs2)CC1	-3&1	17&-1	.
CC(=O)c1ccc(C(=O)N(CCCN(C)C)c2nc3ccc(C)cc3s2)cc1	-3	-11	-6
Cc1nc2c(c(N3CCCCC3)n1)CN(C(=O)C(c1ccccc1)c1ccccc1)CC2	0	0	-3
COc1ccc(S(=O)(=O)N2CC(=O)N3CCc4c(F)cccc4C3C2)cc1OC (configuration not stated)	-6	14	-5
CCC(C)N(Cc1ccccc1OS(=O)(=O)c1ccc(NC(C)=O)cc1)C(=O)c1ccccc1Cl (configuration not stated)	-3	3	-4
CCOC(=O)C1CCCCN1CC(=O)N1N=C(c2ccccc2Cl)CC1c1cccn1C (configuration not stated)	-3	12	3
O=C(NC1CCCC1)c1cc(Cl)cc(Cl)c1	-5	0	-8
NC(=O)c1cccc(NC(=O)c2cc3ccccc3s2)n1	3	2	.
Cc1cn2c3c(=O)n(Cc4c(Cl)cccc4Cl)c(=O)n(C)c3nc2n1CCCO	-9	17	-10
